USP2a inh – qHTS Assay for Inhibitors of Ubiquitin-specific Protease USP2a Using CHOP2 as the Reporter | 0.01% of 330,000 active | USP2 core, Ub-CHOP2 coupled fluorogenic reporter, 485/531 | Potency, µM (highest dose often 38.3 µM), for inactives: top-dose activity change, negative = inhibition, most hits filed as inhibitors | AID 463254, 2010;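 further: potency means the concentration at half of the fitted maximal effect; plate controls were DMSO wells for no effect and full inhibition by NEM control for full effect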
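Deubiquitinase activity read as fluorescence (485/531 nm) after Ub-CHOP2 cleavage activates the enterokinase reporter on its substrate; USP2 core 10nM, Ub-CHOP2 and substrate 25nM each, 30min compound preincubation then 60min RT; data normalized to NEM, curves fitted.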
Menin-MLL TR inh – qHTS Assay for Inhibitors Targeting the Menin-MLL Interaction in MLL Related Leukemias: Competition With Texas Red Labeled MLL-derived Mutant Peptide; 0.23% of 270,000 active; Menin + Texas Red MLL mutant peptide, fluorescence polarization; Potency, µM (titrated, usually from 61.6 µM), for inactives: top-dose FP activity change, negative = inhibition, most hits filed as inhibitors; O00255; active means well fitted inhibition curve with a large enough effect in the polarisation, with a control signal flat, not every such curve was filed as active; inconclusive means small, poorly fitted or top-dose-only effect, or effect the other way, or a change in a side signal; inactive means no such curve, though single readings can be large or run the other way; the % refers to the polarisation; further: potency means the concentration at half of the fitted maximal effect; % of control where 0% means no effect; many of its hits are not listed in these tables
TRPV1 agonist – HTS Assay for Compounds that Act as Agonists of the Vanilloid Receptor 1 | 0.19% of 320,000 active | TRPV1-expressing cells, Fluo-8 calcium influx, agonist mode | AID 540275, 2011 | activation, % at 8.33 µM; in the data active means activation above about 80%; inconclusive means between about 30% and that limit; further: 0% is about no effect
Target sequence (Q8NER1 whole entry, looked up): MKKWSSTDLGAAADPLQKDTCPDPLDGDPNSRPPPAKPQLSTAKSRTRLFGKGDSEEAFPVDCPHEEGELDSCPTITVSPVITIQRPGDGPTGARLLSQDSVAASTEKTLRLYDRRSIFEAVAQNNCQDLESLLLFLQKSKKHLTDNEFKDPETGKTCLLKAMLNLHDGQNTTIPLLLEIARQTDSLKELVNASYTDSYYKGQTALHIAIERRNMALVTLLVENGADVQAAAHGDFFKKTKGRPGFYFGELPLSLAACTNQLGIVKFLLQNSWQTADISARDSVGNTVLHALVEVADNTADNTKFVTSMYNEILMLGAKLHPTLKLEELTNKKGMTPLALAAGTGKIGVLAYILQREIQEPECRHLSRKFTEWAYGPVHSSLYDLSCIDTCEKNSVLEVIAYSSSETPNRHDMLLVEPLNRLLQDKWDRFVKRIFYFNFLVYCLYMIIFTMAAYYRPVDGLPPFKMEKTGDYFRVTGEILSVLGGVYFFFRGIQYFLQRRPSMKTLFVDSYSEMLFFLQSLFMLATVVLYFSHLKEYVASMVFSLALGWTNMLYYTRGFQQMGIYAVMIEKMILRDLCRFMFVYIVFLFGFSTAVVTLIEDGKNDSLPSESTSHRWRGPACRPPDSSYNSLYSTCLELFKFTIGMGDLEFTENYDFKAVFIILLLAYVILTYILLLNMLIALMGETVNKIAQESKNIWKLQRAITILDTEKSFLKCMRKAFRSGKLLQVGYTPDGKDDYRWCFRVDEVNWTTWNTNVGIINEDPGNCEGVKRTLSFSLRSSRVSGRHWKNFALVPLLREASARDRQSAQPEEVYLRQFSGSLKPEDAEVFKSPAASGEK
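Cells expressing TRPV1 were dye-loaded with Fluo-8 and read kinetically: 10 s baseline, 3 min after compound (agonist portion), then 2 min after EC20 capsaicin (allosteric enhancer portion). Calcium-bound dye fluorescence at 480/520 nm.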
Coupling enz – qHTS Assay for Inhibitors of Fructose-1,6-bisphosphate Aldolase from Giardia Lamblia: Coupling assay counterscreen | activity change, negative = inhibition, % at 58.2 µM, hits read low | coupling enzyme system counterscreen, AmpLite Red fluorescence | 0.67% of 290,000 active; in the data active means activity change below about -30%; further: on the % scale 0 is the no-effect control and ±100 the full control effect
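Compounds tested against the coupling enzymes alone at 57.5 uM final; readout was AmpLite Red fluorescence (525/598 nm) after 20 min at RT.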
Giardia killer – Small Molecules that selectively kill Giardia lamblia: qHTS; Giardia lamblia trophozoite viability; activity change, % at 7.66 µM, hits read low; 0.15% of 340,000 active; AID 540267, 2011; in the data active means activity change below about -80%; inconclusive means between about -30% and that limit;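 further: parasites exposed to compound for two days anaerobically before the ATP read; on the % scale 0 is the no-effect control and ±100 the full control effect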
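Luminescent ATP signal served as the viability read-out, measured 15-30 min after adding ATP detection reagent to trophozoites that had been incubated with compounds for 48 hrs at 37 deg C anaerobically at 100 cells/well.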
CXXC DNA block – qHTS Fluorescence Polarization Assay for Inhibitors of MLL CXXC domain - DNA interaction. Histone-lysine N-methyltransferase 2A (Homo sapiens), Q03164. MLL-CXXC / FITC-HOXA9 DNA fluorescence polarization. Potency, µM (highest dose often 115 µM), for inactives: top-dose activity change, negative = inhibition, usual class: inhibitors. 0.037% of 290,000 active. AID 2662, 2010; active means well fitted inhibition curve with a large enough effect in the polarisation, with a control signal flat, not every such curve was filed as active; inconclusive means small, poorly fitted or top-dose-only effect, or effect the other way, or a change in a side signal; inactive means no such curve, though single readings can be large or run the other way; the % refers to the polarisation; further: potency means the concentration at half of the fitted maximal effect
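Purified MLL-CXXC (added from a 7 uM solution) was preincubated 5 min at ambient with pinned compounds in 50 mM Tris-HCl pH 7.5, 50 mM NaCl, 1 mM DTT, 0.05% BSA. Fluorescein-labeled HOX-A9 DNA (50 nM solution) followed, 30 min, then polarization read.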
GALK inhibitor – qHTS Assay for Inhibitors of Human Galactokinase (GALK) | Purified GALK, Kinase-Glo residual ATP luminescence | Potency, µM (doses to about 57.5 µM), for the others: at the highest dose activity change, negative = inhibition, actives largely listed as inhibitors | 0.007% of 270,000 active; further: potency means the concentration at half of the fitted maximal effect; on the % scale 0 is the no-effect control and ±100 the full control effect
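GALK at 5 nM final was combined with compound, 35 uM ATP and 100 uM galactose in HEPES pH8.0 with MgCl2 and DTT. The reaction ran one hour at room temperature before luminescent ATP detection.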
B2AR arrestin – qHTS assay of beta-arrestin-biased ligands of beta2-adrenergic receptor | Potency, µM (top dose mostly 46.1 µM), inactives show at the top dose activation, hits mostly activators | 0.02% of 330,000 active | beta-arrestin recruitment to beta2AR, cell-based reporter | AID 492947, 2010;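 further: potency means the concentration at half of the fitted maximal effect; 0% = DMSO controls and full agonism = EC100 isoproterenol or metaproterenol; nearly all actives have a fitted effect of over 65% in size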
KCNH2 3.1 block – qHTS for Inhibitors of KCHN2 3.1: Mutant qHTS | Potassium voltage-gated channel subfamily H member 2, brain isoform KCNH2 3.1 (human) | U2OS KCNH2 3.1, thallium flux FluxOr; hits give low values | activity change, % (tested at about 1.8 µM) | 0.95% of 340,000 active | AID 720553, 2013;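 active means maximum activity change below -70%; inconclusive means maximum activity change from -70% to -50%; inactive means maximum activity change above -50%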;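 further: thallium influx rate constant from kinetic fluorescence after stimulation buffer; on the % scale 0 is the no-effect control and ±100 the full control effect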
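Normalized rate constant (relative to positive and negative DMSO controls) derived from a 2 min kinetic fluorescence read after stimulation; U2OS cells expressing the 3.1 isoform via virus at 1.77 x 10^8 /mL.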
KCNH2 WT inh – qHTS for Inhibitors of KCHN2 3.1: Wildtype qHTS. U2OS, BacMam KCNH2, thallium flux FluxOr; hits give low values. AID 720551, 2013. activity change, % at 1.84 µM. 0.37% of 340,000 active;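 active means maximum activity change below -70%; inconclusive means maximum activity change between -70% and -50%; inactive means maximum activity change above -50%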; further: on the % scale 0 is the no-effect control and ±100 the full control effect
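U2OS cells were transduced with wild-type KCNH2 virus (2.03 x 10^8 / mL) for 4 h at room temperature, then cultured overnight at 37 C. Thallium flux was read with FluxOr dye. Rate constants were normalized to DMSO controls.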
PKM2 activator – qHTS Assay for Activators of Human Muscle isoform 2 Pyruvate Kinase. AID 1631, 2009. Pyruvate kinase PKM (Homo sapiens), P14618. purified PKM2, Kinase-Glo ATP luminescence, activation; response scale: 0% is enzyme alone, no compound. 0.34% of 260,000 active. Potency, µM (series often up to 57.5 µM), for the others: at the top dose activation, usual class: activators; further: potency means the concentration at half of the fitted maximal effect; on the % scale 0 is the no-effect control and ±100 the full control effect; nearly all actives have a fitted effect of over 55% in size
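ATP formation by purified human PK-M2, quantified via coupled luciferase luminescence after 1 h at room temperature with 0.1 mM ADP and 0.5 mM PEP final.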
* = called active by the depositor; ? = inconclusive; / = not tested or not shown; [ ] = remark or other dose. Unless noted, the call rests on the fitted dose curve; in most records, active means well fitted curve in the direction sought with a large enough effect; inconclusive means small, poorly fitted or top-dose-only effect, or another doubt; inactive means no such curve, though single readings can be large; an effect the other way counts as inactive or inconclusive. Not all compounds are listed, so the mix of outcomes need not match the whole.

SMILES	USP2a inh	Menin-MLL TR inh	TRPV1 agonist	Coupling enz	Giardia killer	CXXC DNA block	GALK inhibitor	B2AR arrestin	KCNH2 3.1 block	KCNH2 WT inh	PKM2 activator
CN(C(=O)CSc1nnc(COc2ccccc2F)n1N)C1CCS(=O)(=O)C1 (stereo unspecified)	-1%	/	1	/	1	/	/	0.2%	-6	17	/
COc1cccc(CN(C)C(=O)C2CSC3(C)CCC(=O)N23)c1OC (stereo unspecified)	0%	/	-4	/	19	/	/	0.4%	-25	9	/
Clc1ccc(COc2ccccc2-c2ccnc3ncnn23)cc1	4%	-17%	0	-7	-2	0%	-1%	-0.3%	-5	3	-3%
CCc1ccc2nc(SCC(=O)N(CC)CC)c(C#N)cc2c1	-3%	-15%	26	-4	5	2%	4%	0.0%	0	1	1%
Cc1nc2ccccc2c(=O)n1NC(=O)c1ccc(Cl)c([N+](=O)[O-])c1	2%	8%	-3	5	8	2%	0%	2.9%	4	0	/
O=C(Nc1ccc(Cl)cc1)Nc1ccc2c(c1)N1CCN=C1S2	1%	?	?	-2	11	15%	5%	-0.3%	16	-15	1%
COc1cccc(-n2c(CNc3ccc(F)cc3)nnc2SCC(N)=O)c1	-1%	7%	1	-5	6	8%	1%	-0.3%	-12	13	-1%
Cc1cc(SCC(=O)N(C)c2c(N)n(Cc3ccccc3)c(=O)[nH]c2=O)nc2ccccc12	1%	-3%	0	3	4	3%	8%	11%	-3	-3	2%
O=C(O)c1ccccc1S(=O)CCO (stereo unspecified)	1%	-3%	0	4	14	4%	0%	0.0%	-7	-1	-1%
Nc1nccnc1C(=O)OCC(=O)NCCc1ccc(S(N)(=O)=O)cc1	-1%	/	-3	/	-9	/	/	-1.5%	0	-8	/
CCC(=O)c1ccc2ncccc2c1	3%	1%	-2	3	15	0%	1%	-1.2%	5	-15	-1%
CCc1cc2c(COC(=O)c3cccc(NS(C)(=O)=O)c3)cc(=O)oc2cc1O	0%	2%	-1	-2	-8	13%	-1%	-0.1%	0	-6	-7%
Cc1ccc(N=CC=C2OC(C)(C)C(C)(C)O2)cc1	1%	-16%	10	-4	8	12%	2%	0.3%	6	0	3%
Cc1ccc(C(=O)n2c(=S)nc3ccccn32)cc1	-1%	8%	-3	3	/	1%	4%	0.4%	/	/	-26%
Cc1cnc(C(=O)OCC(=O)Nc2ccc(C)c(S(=O)(=O)N3CCCCCC3)c2)cn1	0%	-1%	1	3	4	7%	9%	-0.2%	26	14	0%
COc1ccc(S(=O)(=O)n2nc(OC(=O)c3ccncc3)cc2N)cc1	1%	11%	-2	6	-10	-10%	1%	0.5%	19	1	-2%
CNC(=O)Nc1cc(C(C)(C)C)no1	3%	12%	1	-1	-9	4%	-3%	0.5%	-3	-16	-5%
NC(=O)C12CCCC(Br)(CCC1)C2	1%	/	3	0	-6	27%	0%	-0.3%	3	18	0%
CCC(C)c1ccc(S(=O)(=O)N2CCN(C(=O)COc3ccc4c(C)cc(=O)oc4c3)CC2)cc1 (stereo unspecified)	6%	-3%	0	4	13	-10%	2%	0.3%	-12	-8	1%
Cc1ccc(C(=O)NCCCn2ccnc2)cc1[N+](=O)[O-]	5%	1%	5	-1	-17	-10%	/	-0.1%	2	0	-3%
Cc1ccc(C(=O)OCC(=O)Nc2cc(S(=O)(=O)N3CCOCC3)ccc2C)cc1	6%	8%	2	1	14	5%	-3%	-0.1%	-42	-26	7%
CCONC(=O)Nc1ccccc1[N+](=O)[O-]	1%	-9%	-3	0	15	4%	2%	4.0%	-1	6	-23%
O=C(CN1CCCCC1)c1c[nH]c2ccccc12	1%	-16%	4	0	18	-10%	4%	-0.3%	-7	1	-14%
Cc1[nH]n(-c2ccc([N+](=O)[O-])cc2)c(=O)c1C=NCCc1c[nH]c2ccccc12	-1%	?	5	0	-1	48%[activator]	-2%	0.1%	-5	0	-17%
NS(=O)(=O)c1ccc(CCNc2nc3c(-c4cccc(F)c4)nnn3c3ccccc23)cc1	1%	?	0	-1	-2	7%	-3%	-0.4%	-7	0	-14%

7 of these compounds, reformatted:
smiles | USP2a inh | Menin-MLL TR inh | TRPV1 agonist | Coupling enz | Giardia killer | CXXC DNA block | GALK inhibitor | B2AR arrestin | KCNH2 3.1 block | KCNH2 WT inh | PKM2 activator
CCc1ccc2nc(SCC(=O)N(CC)CC)c(C#N)cc2c1 | -3% | -15% | 26 | -4 | 5 | 2% | 4% | 0.0% | 0 | 1 | 1%
Cc1nc2ccccc2c(=O)n1NC(=O)c1ccc(Cl)c([N+](=O)[O-])c1 | 2% | 8% | -3 | 5 | 8 | 2% | 0% | 2.9% | 4 | 0 | /
O=C(Nc1ccc(Cl)cc1)Nc1ccc2c(c1)N1CCN=C1S2 | 1% | ? | ? | -2 | 11 | 15% | 5% | -0.3% | 16 | -15 | 1%
COc1cccc(-n2c(CNc3ccc(F)cc3)nnc2SCC(N)=O)c1 | -1% | 7% | 1 | -5 | 6 | 8% | 1% | -0.3% | -12 | 13 | -1%
Cc1cc(SCC(=O)N(C)c2c(N)n(Cc3ccccc3)c(=O)[nH]c2=O)nc2ccccc12 | 1% | -3% | 0 | 3 | 4 | 3% | 8% | 11% | -3 | -3 | 2%
O=C(O)c1ccccc1S(=O)CCO (stereo unspecified) | 1% | -3% | 0 | 4 | 14 | 4% | 0% | 0.0% | -7 | -1 | -1%
Nc1nccnc1C(=O)OCC(=O)NCCc1ccc(S(N)(=O)=O)cc1 | -1% | / | -3 | / | -9 | / | / | -1.5% | 0 | -8 | /

(listing goes on)
SMILES	USP2a inh	Menin-MLL TR inh	TRPV1 agonist	Coupling enz	Giardia killer	CXXC DNA block	GALK inhibitor	B2AR arrestin	KCNH2 3.1 block	KCNH2 WT inh	PKM2 activator
CSc1nc(-c2ccco2)nn1S(=O)(=O)c1ccccc1	0%	20%	3	-1	/	-1%	0%	-0.4%	/	/	-4%
CC(OC(=O)c1nc(-c2ccccc2)n(-c2ccccc2)n1)C(=O)Nc1cc(Cl)cc(Cl)c1 (stereo unspecified)	-8%	?	-1	-2	6	-2%	0%	-0.5%	-44	-142*	-19%
Cc1ccc(C)c(N(CC(=O)NC(C)(C)C)C(=O)CNC(=O)c2cccs2)c1	2%	8%	0	-9	2	-9%	5%	0.1%	-10	-20	3%
COc1cc(-c2c(-c3ccsc3)sc3ccccc23)cc(OC)c1OC	-2%	/	3	/	-17	/	/	0.0%	4	-25	/
Cc1ccc2oc(C(=O)N(Cc3ccc(N(C)C)cc3)C3CCS(=O)(=O)C3)c(C)c2c1 (stereo unspecified)	1%	/	4	/	-5	6%	-4%	-0.6%	-38	-8	1%
COc1ccc(C(=O)NC2CCCc3ccccc32)cc1Br (stereo unspecified)	-2%	-17%	18	-3	4	-7%	-2%	-0.3%	-5	-17	/
CCC(C)NC(=O)Cn1cnc2sc(C)cc2c1=O (stereo unspecified)	-2%	20%	-3	2	-5	-4%	-3%	-0.4%	-2	-8	-3%
O=C(CC1C(=O)NCCN1CC1CCCCC1)NC1(c2ccccc2)CC1 (stereo unspecified)	-1%	-18%	-1	2	8	-2%	0%	-0.4%	-4	5	-9%
CCOC(=O)CNC(=O)N1CCc2ccc(NC(=O)c3ccccc3OC)cc2C1	1%	7%	4	-1	-24	-10%	0%	-4.3%	3	-4	3%[11.5 µM]
COc1ccc(C(=O)/C=C/c2ccc(OC)c(O)c2)c(F)c1	-1%	35%[activator]	4	-11	-1	4%	1%	-1.0%	-6	-13	5%
CC1CN(C(=O)c2cccc(S(=O)(=O)Nc3cc(Cl)ccc3Cl)c2)CC(C)O1 (stereo unspecified)	4%	5%	1	10	-2	3%	0%	-0.3%	5	5	1%
CC/C(O)=C1\C(=O)CC(c2ccccc2)CC1=NC(C)C (stereo unspecified)	0%	-13%	29	5	-22	0%	1%	0.2%	12	-1	13%
c1csc(-c2csc(-c3cccs3)n2)c1	-8%	?	2	2	11	5%	5%	-1.0%	-28	0	1%
CC(C)OC(=O)Cn1nnc(-c2ccccc2)n1	4%	?	-1	-1	26	-6%	-1%	-1.1%	7	-3	1%

Assay outcomes deposited in PubChem by National Center for Advancing Translational Sciences (NCATS).
